High-throughput results from PubChem BioAssay.
VIM-2 inhibitor: inhibitors of Pseudomonas aeruginosa VIM-2 metallo-beta-lactamase | purified VIM-2, nitrocefin hydrolysis, epi-absorbance fluorescence | inhibition, % at 5.6 µM | 290,000 tested, 0.89% active | AID 1527;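 active means inhibition above the mean of all tested compounds plus 3 SD, cutoff set per screening run, cut at about 7.5% in these data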;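 further: red hydrolysis product quenches plate fluorescence so inhibitors raise well fluorescence; 0% = enzyme with DMSO and 100% = DMSO without enzyme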
PHOSPHO1 inh: PHOSPHO1 (human) inhibition; recombinant PHOSPHO1, absorbance phosphatase assay; Q8TCT1; inhibition, % at 13.3 µM; 290,000 tested, 1.1% active; in the data active means inhibition above about 60%
NS3 helicase inh: blocks Hepatitis C virus NS3 helicase unwinding; AID 1800; NS3 helicase DNA unwinding, Cy5 molecular beacon fluorescence; 290,000 tested, 0.56% active; inhibition, % at 10.9 µM;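 active means inhibition above the mean of all tested compounds plus 3 SD, set per campaign, cut at about 35% in these data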;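 further: 0% = DMSO wells and 100% = thioflavine S control wells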
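test system = hepatitis C virus NS3 helicase domain fragment enzyme | reagent = annealed dual-labelled DNA beacon duplex, ATP-started | times = 1 h at 25 °C | detection = Cy5 fluorescence, 0 and 60 min reads | read-out basis = percent inhibition from t60/t0 fluorescence ratio | control set = DMSO and thioflavine S | replication = one well per compound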
IMP-1 inhibitor: inhibitors of Pseudomonas aeruginosa IMP-1 metallo-beta-lactamase; inhibition, % at 5.6 µM; AID 1556; 290,000 tested, 0.45% active; purified IMP-1, nitrocefin hydrolysis, epi-absorbance fluorescence;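 active means inhibition above the mean plus 3 SD of all compounds in the same screening run, cut at about 4.5% in these data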;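 further: 0% = IMP-1 with DMSO and 100% = DMSO wells lacking enzyme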
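Test system: recombinant IMP-1 enzyme, purified / Medium: HEPES buffer pH 7.1 with ZnSO4 and Brij 35 / Doses: single dose, 5.6 µM / Times: 25 °C, 15 min preincubation, 25 min reaction / Detection: Epi-absorbance via hydrolysed-nitrocefin quenching of white-plate fluorescence, 480/530 nm, EDTA stop / Evaluation: percent inhibition from optical density relative to buffer-blank wells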
FID counter: counter-screen for HCV NS3 helicase inhibitors: DNA intercalator displacement; 290,000 tested, 0.17% active; DNA fluorescent intercalator displacement, fluorescence; inhibition, % at 7.9 µM; in the data active means inhibition above about 37%;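 further: 0% = vehicle and 100% = reference compound; higher means more ethidium bromide displaced from hairpin DNA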
GalR3 antagonist: antagonists of human GalR3 | O60755 | 360,000 tested, 0.44% active | HEK293 GalR3-CNG cAMP membrane potential fluorescence; galR3 body fused to GalR1 C-terminus | inhibition, % at 3 µM;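 active means inhibition above the screen-wide average plus 3 SD, cut at about 13% in these data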;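 further: forskolin and galanin both at EC90 stimulate the cells; cAMP rise reported by CNG channel membrane potential dye signal; 0% = forskolin plus galanin with DMSO and 100% = forskolin alone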
Target sequence (O60755 1-299 limits assumed): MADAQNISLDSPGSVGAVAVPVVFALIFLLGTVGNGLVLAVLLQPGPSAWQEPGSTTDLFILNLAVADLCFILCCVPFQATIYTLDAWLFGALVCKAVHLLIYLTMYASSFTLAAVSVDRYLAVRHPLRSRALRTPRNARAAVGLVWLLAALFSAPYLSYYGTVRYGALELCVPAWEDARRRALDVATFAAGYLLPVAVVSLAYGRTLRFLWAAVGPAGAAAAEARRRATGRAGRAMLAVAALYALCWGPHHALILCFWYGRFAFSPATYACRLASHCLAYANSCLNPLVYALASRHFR
OXTR ag: activates the human oxytocin receptor | CHO-OTR cells, Fluo-8 calcium fluorescence; normalized: DMSO 0%, oxytocin 100% | activation, % at 3 µM | 320,000 tested, 0.32% active | AID 2435;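 active means activation above the mean of all tested compounds plus 3 SD, cutoff set per screening run, cut at about 20% in these data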;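 further: peak over basal fluorescence ratio from a 100 s FLIPR kinetic read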
Target sequence (P30559 whole entry, looked up): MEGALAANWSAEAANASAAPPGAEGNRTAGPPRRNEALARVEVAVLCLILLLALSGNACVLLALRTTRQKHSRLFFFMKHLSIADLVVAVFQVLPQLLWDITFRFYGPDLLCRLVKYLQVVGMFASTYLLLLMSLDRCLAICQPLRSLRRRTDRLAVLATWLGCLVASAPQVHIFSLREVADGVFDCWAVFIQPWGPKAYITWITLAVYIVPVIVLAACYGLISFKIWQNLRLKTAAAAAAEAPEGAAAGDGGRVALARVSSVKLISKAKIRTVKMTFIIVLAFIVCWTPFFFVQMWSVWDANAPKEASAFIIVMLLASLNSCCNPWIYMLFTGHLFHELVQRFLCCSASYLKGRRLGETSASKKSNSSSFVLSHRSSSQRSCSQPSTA
GPR7 antag: blocks human GPR7 receptor signaling; P48145; GPR7-expressing cells, fluorescence antagonist assay; inhibition, % at 4.4 µM; 290,000 tested, 1.1% active; AID 1861; in the data active means inhibition above about 16%, passing the limit was not always enough;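 further: cells stimulated with the agonist NPW; 0% = agonist with vehicle and 100% = vehicle without agonist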
Target sequence (P48145 whole entry, looked up): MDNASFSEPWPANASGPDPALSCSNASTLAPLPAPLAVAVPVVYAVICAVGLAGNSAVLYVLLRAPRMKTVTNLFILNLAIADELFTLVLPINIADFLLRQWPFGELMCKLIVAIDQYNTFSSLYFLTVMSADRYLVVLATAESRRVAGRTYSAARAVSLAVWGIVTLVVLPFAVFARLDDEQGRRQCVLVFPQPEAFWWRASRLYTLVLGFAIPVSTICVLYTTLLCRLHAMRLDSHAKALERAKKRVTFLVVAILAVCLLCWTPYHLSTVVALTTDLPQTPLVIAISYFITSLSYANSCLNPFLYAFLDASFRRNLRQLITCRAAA
V1aR counter: activates human V1a receptor in oxytocin agonist counter-screen | CHO-V1R cells, Fluo-8 calcium fluorescence, agonist mode; 0% DMSO, 100% 3 nM vasopressin | activation, % at 3 µM | 320,000 tested, 0.25% active;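 active means activation above the mean activation of all tested compounds plus 3 SD, per screening run, cut at about 20% in these data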;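 further: signal is peak over basal fluorescence ratio across a 100 second FLIPR read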
Active calls of the source: *; · = not tested or not shown.

SMILES	VIM-2 inhibitor	PHOSPHO1 inh	NS3 helicase inh	IMP-1 inhibitor	FID counter	GalR3 antagonist	OXTR ag	GPR7 antag	V1aR counter
COc1ccc(C(CC(=O)N2CCCCC2)NC(=O)C(F)(F)F)cc1 (stereo unspecified)	0.9	32	3	-2.0	-6	-6	0.8	0	0.4
Cc1c(Cl)cccc1NC(=O)CSc1ncnc2c1cnn2CCO	-0.8	26	22	1.4	-20	-1	·	3	·
CCc1c(C#N)c(SCCC(=O)Nc2ccc(C)cc2)nc2c1C(=O)CC(C)(C)C2	-3.0	8	2	-2.3	-1	-4	-0.4	3	0.7
Cc1cccc(Cn2ccc(N)n2)c1	-5.2	28	0	-4.2	-8	-5	-0.9	-3	0.2
COc1ccc(OC)c(C(=O)c2coc3ccc(O)c(CN4CCOCC4)c23)c1	1.4	-10	5	0.0	2	-6	-0.8	5	-0.2
N#Cc1c(-c2ccccc2F)cc(-c2cccnc2)nc1N	-1.6	6	-3	0.1	-14	-4	0.0	-14	0.6
O=S(=O)(NCc1ccccc1)c1ccc2c(c1)OCCO2	-1.1	18	-2	-0.2	-2	-1	1.1	-8	0.6
CCn1ccnc1CNC(=O)c1ccc(OC2CCN(C(=O)COC)CC2)cc1	7.7	30	9	1.0	2	-7	0.5	-7	0.3
CCOCCCNC(=O)CNC(=S)N(Cc1ccc(C)cc1)Cc1ccco1	1.3	-8	9	-1.7	-14	-3	-1.1	-4	-0.5
CCn1c(SCC(=O)Nc2ccc(N(C)C)cc2)nnc1-c1ccco1	-1.0	16	3	-6.5	-21	-7	0.1	-11	-0.6
CCCCCn1c(CN2CCCCC2CC)nc2c1c(=O)n(C)c(=O)n2C (stereo unspecified)	-2.0	8	1	-4.7	-4	·	-2.3	-10	-1.0
CCS(=O)(=O)N1CCN(c2ccc(S(=O)(=O)N3CCOCC3)cc2)CC1	1.8	-8	-3	-2.7	-10	-3	0.0	-10	0.8
Cc1cccc(C(=O)Nc2cccc3cccnc23)c1	0.2	20	11	2.1	-6	-8	·	-4	·
OC(COc1cccc(OCC(O)CN2CCCC2)c1)CN1CCCC1 (stereo unspecified)	-4.1	2	4	-2.5	6	-2	1.8	-10	0.8
O=C(COc1ccccc1)Nc1c(C(=O)N2CCC(N3CCCCC3)CC2)oc2ccccc12	3.1	28	-6	-5.2	19	-9	0.7	5	0.2
COC(=O)c1ccc(CO/N=C/c2cccc([N+](=O)[O-])c2)cc1	0.6	-7	-12	-1.8	0	-9	-0.4	-4	-1.2
COc1cccc(OC)c1OCCOc1ccccc1OC(C)C	-0.3	-12	3	-1.4	-29	-2	-2.5	-6	-1.4
C#Cc1cccc(-n2nnc(C(C)=O)c2C)c1	-1.8	42	-7	-1.3	-2	-7	-1.1	-7	0.5
CC(C)c1ccc(OCC(=O)NCc2ccccc2)cc1	-1.8	23	-3	-4.3	-32	-8	-2.1	-3	0.1
COCCn1nnnc1C(c1cc2cc(C)cc(C)c2[nH]c1=O)N1CCN(c2ccccc2F)CC1 (stereo unspecified)	1.0	-31	-8	-0.5	-10	-2	-0.7	-5	0.6
Cc1ccc(-n2c(CCC(=O)O)ccc2-c2cccs2)cc1	-2.7	8	16	-3.1	-20	-5	-0.5	8	1.1
CCOC(=O)c1cc(-c2ccc(C)o2)n[nH]1	1.0	-18	3	-1.6	0	-9	0.1	-8	-0.8
CC(=O)NNc1cc(N2CCOCC2)nc(N2CCOCC2)n1	0.5	8	-18	-0.9	-1	·	-0.1	-10	1.1
NC(=O)c1c(NC(=O)Cn2nc(C(=O)O)c3ccccc3c2=O)sc2c1CCCC2	-1.5	-10	8	-3.4	8	1	-1.2	-9	-1.6
O=S(=O)(NCc1ccc(Cl)cc1Cl)c1ccc(N2CCOCC2)nc1	-0.2	12	-5	-2.3	-13	4	-0.8	-18	1.5

Overlap with the part before: three compounds, then new ones.
SMILES	VIM-2 inhibitor	PHOSPHO1 inh	NS3 helicase inh	IMP-1 inhibitor	FID counter	GalR3 antagonist	OXTR ag	GPR7 antag	V1aR counter
CC(=O)NNc1cc(N2CCOCC2)nc(N2CCOCC2)n1	0.5	8	-18	-0.9	-1	·	-0.1	-10	1.1
NC(=O)c1c(NC(=O)Cn2nc(C(=O)O)c3ccccc3c2=O)sc2c1CCCC2	-1.5	-10	8	-3.4	8	1	-1.2	-9	-1.6
O=S(=O)(NCc1ccc(Cl)cc1Cl)c1ccc(N2CCOCC2)nc1	-0.2	12	-5	-2.3	-13	4	-0.8	-18	1.5
O=C(Nc1ccc(Cl)cn1)c1cccc2ccccc12	0.7	13	1	3.5	0	2	-0.8	25	-0.3
Cc1c(Cl)c([N+](=O)[O-])nn1CC(=O)N1CCN(Cc2ccccc2)CC1	3.2	24	-11	-2.0	5	-3	-0.8	-7	2.5
Cc1cc(C=C(C#N)C#N)c(C)n1-c1ccccc1	-1.3	8	-4	-2.8	3	-4	5.4	3	4.4
Cn1c(=O)c2c(nc(NCc3ccco3)n2CC(O)COc2ccccc2)n(C)c1=O (stereo unspecified)	0.8	24	-9	1.4	-24	3	0.0	-6	0.4
CN1CCN(C(=O)CN(C2CCCCC2)S(=O)(=O)c2ccccc2)CC1	-3.1	31	1	-2.7	-3	-8	·	-3	·
CN1CCN(C(=O)c2cc3c(=O)n4ccccc4nc3s2)CC1	7.9*	26	8	-0.2	-1	-8	0.1	-7	0.9
O=C(NCc1ccccn1)c1nc(Cn2ccc([N+](=O)[O-])n2)no1	-5.4	-14	-1	-3.2	-8	-2	-0.5	-2	-0.2
CC(=O)c1cccc(N(C(=O)c2csnn2)C(C(=O)NC2CCCC2)c2ccccc2)c1 (stereo unspecified)	-1.2	9	12	-1.7	-28	-9	-0.5	-4	1.1
COc1cccc(-c2cccc(NC(=O)C3CCN(Cc4cccc(C)n4)CC3)c2)c1	-3.4	28	10	-3.4	6	-2	0.8	-13	0.2
FC(F)(F)c1nnc(-c2ccccc2)nc1Oc1ccc(Cl)cc1Cl	-1.8	12	0	-2.6	-3	1	7.4	0	2.1
O=C(Nc1ccccc1[N+](=O)[O-])C1(c2ccccc2)CCOCC1	0.6	24	-7	-2.5	-11	-3	-1.5	-2	-1.3
Cc1ccc(Cn2c(C)nc3c(c2=O)c2nc4ccccc4nc2n3Cc2ccco2)cc1	-2.1	10	32	-2.0	-20	-1	-1.9	6	-1.1
CCCn1c(N)c(C(=O)CN2CCN(S(=O)(=O)c3cccs3)CC2)c(=O)[nH]c1=O	-2.5	16	1	-1.8	-5	-1	2.2	-5	-0.5
CCOc1ccc(C(=O)NCc2cccnc2)cc1	-2.7	29	2	-1.9	0	-5	-0.4	-5	-0.9
CCOC(=O)C1CN(S(=O)(=O)c2ccc(C)cc2)C1	-1.2	-10	5	-0.7	0	-1	-0.3	-1	0.1
O=C(NC(=S)Nc1cccnc1)c1cc2ccccc2o1	-0.2	-18	19	3.0	-10	-4	0.1	-5	1.1
CC1CCCC2(C1)NC(=S)c1c(sc3c1CCCC3)N2 (stereo unspecified)	-3.8	54	36*	-4.0	-8	1	-1.9	-17	-0.9
COCCN1C=C2C(=O)C(C)(OC(=O)CCc3ccccc3)C(=O)C=C2C=C1c1ccc(C#N)cc1 (stereo unspecified)	·	22	·	·	·	-4	0.0	·	-0.5
COCCSc1ccccc1C(=O)Nc1ccc(Cl)cc1	-2.3	47	-12	-2.9	-1	-8	-1.5	-14	-0.9
CC1=N/C(=C\c2ccc([N+](=O)[O-])cc2)C(=O)N1c1ccc(F)cc1F	-2.5	35	8	-1.1	1	-4	0.8	4	-0.3
CCOc1cc(C)nc(NCCc2ccc(OC)c(OC)c2)n1	-4.5	20	-9	-0.1	-8	-1	1.3	-21	2.4
Cc1ccc(C)c(S(=O)(=O)NCc2ccc(C(=O)N3CC(C)OC(C)C3)cc2)c1 (stereo unspecified)	-3.5	-6	11	-1.7	-34	-1	2.0	-11	2.9
COc1ccc(/C(O)=C2/C(=O)C(=O)N(CCN3CCOCC3)C2c2ccc(C)cc2)cc1 (stereo unspecified)	-3.1	30	-2	3.6	-31	2	1.1	-2	1.2
C[C@H](NC(=O)OCc1ccccc1)C(=O)NNC(=O)[C@H](Cc1ccccc1)NC(=O)OC(C)(C)C	·	18	·	·	·	-2	-1.5	·	-0.4
COC(=O)c1cc(C(=O)c2ccccc2)n2c(=O)/c(=C\N(C)C)sc12	1.0	12	-2	-0.9	-13	-3	0.2	-2	-0.7
SMILES	VIM-2 inhibitor	PHOSPHO1 inh	NS3 helicase inh	IMP-1 inhibitor	FID counter	GalR3 antagonist	OXTR ag	GPR7 antag	V1aR counter
Cc1[nH]nc(SCC(=O)NCc2ccccc2)c1[N+](=O)[O-]	-1.0	-4	-10	-1.4	4	-10	-2.7	10	0.2
CCOC(=O)N1CCN(Cc2nc3cc(NC(=O)CC(C)C)ccc3n2C)CC1	-4.0	46	20	-6.5	-31	-11	-0.5	-12	0.9
O=C(CSc1nc(O)cc(=O)n1-c1ccccc1)NC1CCCCC1	-3.2	26	6	2.7	-10	-1	-0.7	-11	1.0
CCOc1ccccc1CNCCNC(=O)c1nonc1N	1.0	20	-11	3.4	5	-4	0.8	4	1.4
Cc1ccsc1/C=N/Nc1cccc(C(=O)O)c1	-0.2	-1	15	-0.2	-20	-4	1.4	-9	0.9
Cc1ccccc1NC(=O)c1cc(=O)c2ccccc2o1	1.0	43	-2	-1.9	3	-3	0.8	-3	-0.3
COCCn1c(=O)c2cc3c(=O)n(CCOC)c(=O)c3cc2c1=O	-4.6	2	-4	-3.6	2	-6	0.6	-1	0.5
S=C(NCc1ccco1)NCC1CCCO1 (stereo unspecified)	-2.4	16	-8	-2.7	2	-8	1.1	-10	0.4
COc1ccc(CC(=O)n2nc(-c3cccnc3)nc2N)cc1	1.7	-2	5	1.0	0	1	-0.1	11	0.7
O=C(Nc1cccnc1)c1cnn2c(C(F)F)cc(C3CC3)nc12	3.6	7	2	-1.9	-12	1	-2.8	-5	-1.9
COc1cc(NC(=O)C2=C(N3CCOCC3)/C(=C\c3ccc(N(C)C)cc3)CCC2)cc(OC)c1OC	0.4	3	4	-1.6	-15	1	-1.7	-10	-0.7
Cc1ccc(CNC(=O)C2CCCN(S(=O)(=O)c3c(C)noc3/C=C/N(C)C)C2)cc1 (stereo unspecified)	0.8	28	-3	-0.5	-15	-5	0.8	-8	2.1
Cc1onc(-c2ccccc2Cl)c1C(=O)N1CCN(Cc2ccc3c(c2)OCO3)CC1	-4.5	46	6	-5.9	-25	1	-0.1	-2	0.2
O=C(NCCn1cc(SCc2ccccc2)c2ccccc21)c1c(F)cccc1F	-0.4	-18	-17	0.9	-20	·	-1.4	-4	0.1
O=C1c2ccccc2C(=O)N1Cc1cnc(N2CCN(c3ccccc3)CC2)s1	-2.4	43	-8	-1.9	-3	-4	-1.3	-2	3.3
Cc1c(NC(=O)/C=C/c2cn(-c3ccccc3)nc2-c2ccccc2)c(=O)n(-c2ccccc2)n1C	1.2	12	-5	-2.1	-10	-2	-2.6	-7	-1.0
Cc1nnc(SCC(=O)N2CCCCC2)n1CC1CCCO1 (stereo unspecified)	-2.6	-13	18	0.0	-3	0	2.0	-10	1.7
